Assay outcomes from PubChem.
12-LOX inh – blocks human arachidonate 12S-lipoxygenase; Potency, µM (titrated, usually from 108 µM), without a hit: at the highest dose activity change, negative = inhibition, hits mostly inhibitors; P18054; purified 12hLO, xylenol orange hydroperoxide absorbance; 580,000 compounds, 1.1% hits; note: % is set by controls: 0 for no effect and ±100 for the full control effect
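Purified human 12hLO (150 nM final) in 25 mM Hepes, 0.01% Triton X-100, pH 7.0 was preincubated 15 min at room temperature with compound. Then 40 uM arachidonic acid was added, 30 min. Hydroperoxide was read by Fe-XO absorbance ratio 573/405 nm.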
USP1-UAF1 inh – inhibitors of human USP1/UAF1 deubiquitinase; O94782; recombinant USP1/UAF1, Ub-Rhodamine cleavage fluorescence; 390,000 compounds, 0.23% hits; Potency, µM (highest dose often 57.1 µM), for the others: at the highest dose activity change, negative = inhibition, hits mostly inhibitors; note: % is set by controls: 0 for no effect and ±100 for the full control effect; nearly all actives have a fitted effect of over 60% in size; inactives centre near -12
Target sequence (O94782 whole entry, looked up): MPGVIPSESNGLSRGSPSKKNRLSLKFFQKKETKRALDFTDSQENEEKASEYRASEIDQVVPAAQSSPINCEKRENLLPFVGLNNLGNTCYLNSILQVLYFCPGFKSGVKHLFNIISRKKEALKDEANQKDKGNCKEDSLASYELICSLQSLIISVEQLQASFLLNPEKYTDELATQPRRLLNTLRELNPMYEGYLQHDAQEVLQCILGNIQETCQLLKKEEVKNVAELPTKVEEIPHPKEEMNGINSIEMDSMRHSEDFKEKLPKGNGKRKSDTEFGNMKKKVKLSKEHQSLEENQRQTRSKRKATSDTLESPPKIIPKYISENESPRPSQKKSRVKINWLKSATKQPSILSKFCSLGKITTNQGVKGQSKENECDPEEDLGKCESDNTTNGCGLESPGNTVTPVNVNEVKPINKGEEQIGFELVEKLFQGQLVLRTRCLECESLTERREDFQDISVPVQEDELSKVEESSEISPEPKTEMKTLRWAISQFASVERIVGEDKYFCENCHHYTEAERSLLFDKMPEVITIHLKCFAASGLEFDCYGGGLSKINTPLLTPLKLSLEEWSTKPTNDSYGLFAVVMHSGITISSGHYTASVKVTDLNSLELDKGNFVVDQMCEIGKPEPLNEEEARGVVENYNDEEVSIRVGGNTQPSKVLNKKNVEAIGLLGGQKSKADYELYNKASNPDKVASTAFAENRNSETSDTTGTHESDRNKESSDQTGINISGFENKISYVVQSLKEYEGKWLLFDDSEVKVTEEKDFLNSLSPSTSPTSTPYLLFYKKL
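USP1/UAF1 complex at 1 nM was preincubated with compound for 15 min at room temperature, then Ub-Rho substrate (150nM final) was added. Fluorescence (480/540 nm) was read kinetically, 6 reads every 60 seconds.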
Vif-APOBEC3F blk – blocks the Vif interaction with APOBEC3F | HeLa A3F-eYFP + Vif (tagged APOBEC3F with the HIV-1 protein that degrades it), YFP fluorescence increase | Potency, µM (doses to about 46.1 µM), for the others: at the highest dose activity, negative = active | 390,000 compounds, 0.2% hits | AID 602313; note: % of control where 0% means no effect; nearly all actives have a fitted effect of over 65% in size
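Fluorescence increase (Ex 488/Em 500-530) after overnight compound treatment at 37 deg C flags inhibition of Vif-driven A3F-eYFP loss in stable HeLa A3F-eYFP/Vif cells seeded overnight beforehand.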
TrxR1 substrate – substrates of rat thioredoxin reductase 1; purified TrxR1 substrate turnover, NADPH consumption readout; 390,000 compounds, 0.01% hits; Potency, µM (highest dose often 114 µM), for inactives: top-dose activity change, negative = substrate turnover; note: % is set by controls: 0 for no effect and ±100 for the full control effect; nearly all actives have a fitted effect of over 50% in size
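Rat TrxR1, dispensed at 90 nM, was prereduced with 400 uM NADPH (final) for 5 min at ~22 deg C, then incubated with compound 15 min before 400 uM selenite. A first-read NADPH fluorescence drop versus no-compound background flagged substrates.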
RGS4 inhibitor – blocks human RGS4-accelerated GTP hydrolysis; Potency, µM (top dose mostly 114 µM), without a hit: at the highest dose activity change, negative = inhibition, actives largely listed as inhibitors; 390,000 compounds, 0.039% hits; Transcreener GDP fluorescence polarization, RGS4-accelerated GTP hydrolysis; AID 504845; P49798; note: % is set by controls: 0 for no effect and ±100 for the full control effect; nearly all actives have a fitted effect of over 75% in size; some results filed as inactive show a strong effect at the top dose
Target sequence (P49798 whole entry, looked up): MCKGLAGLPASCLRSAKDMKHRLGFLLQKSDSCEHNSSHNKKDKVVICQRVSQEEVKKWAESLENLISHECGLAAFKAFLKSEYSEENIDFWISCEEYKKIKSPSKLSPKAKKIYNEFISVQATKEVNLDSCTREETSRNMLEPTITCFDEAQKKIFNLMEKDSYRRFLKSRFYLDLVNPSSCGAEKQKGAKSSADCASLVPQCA
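MLSMR compounds (23 nl, pin-transferred) preincubated 10 min at room temperature with a 500nM (2x) first reagent, then RGS4 at 900nM (2x) plus Transcreener GDP mix added; fluorescence polarization (620/688 nm) read before and after 90 min at 30 °C.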
rTrxR1 inhibitor – blocks rat thioredoxin reductase 1; recombinant rTrxR1, NADPH fluorescence consumption, selenite substrate; O89049; Potency, µM (titrated, usually from 114 µM), inactives show at the top dose activity change, negative = inhibition, actives largely listed as inhibitors; 390,000 compounds, 1% hits; AID 588453; note: % is set by controls: 0 for no effect and ±100 for the full control effect; nearly all actives have a fitted effect of over 65% in size
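Rat TrxR1 (90 nM in the dispensed reagent) was pre-reduced with 400 uM NADPH for 5 min at room temperature, then incubated with compound for 15 min. After 400 uM selenite was added, NADPH fluorescence (Ex 340/Em 450 nm) was followed for 8 min.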
Vif-APOBEC3G blk – Vif-A3G binding inhibition; Q9HC16; HeLa A3G-eYFP + Vif (tagged APOBEC3G with the HIV-1 protein that degrades it), YFP fluorescence, overnight; Potency, µM (series often up to 46.1 µM), without a hit: top-dose activity, negative = active, hits mostly inhibitors; 410,000 compounds, 0.076% hits; AID 602310;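 note: % is set by controls: 0 for no effect and ±100 for the full control effect; nearly all actives have a fitted effect of over 60% in size; hits raise eYFP signal because A3G escapes Vif-driven loss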
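Read-out is eYFP fluorescence (Ex 488/Em 500-530) from Vif-expressing HeLa A3G-eYFP cells; more signal means A3G escaped Vif-mediated degradation. Cells plated overnight, compound pinned in, incubated overnight at 37 deg C.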
IDH1 R132H inh – inhibitors of human mutant IDH1 R132H; 390,000 compounds, 0.093% hits; Potency, µM (highest dose often 76.6 µM), without a hit: at the top dose activity change, negative = inhibition, usual class: inhibitors; O75874; IDH1-R132H enzyme, NADPH consumption, diaphorase/resazurin fluorescence; note: % is set by controls: 0 for no effect and ±100 for the full control effect; nearly all actives have a fitted effect of over 65% in size
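IDH1-R132H (0.5 ug/mL) preincubated 30 min with compound, then NADPH (0.016 mM) and alpha-KG (2 mM) added; 80 min at RT, pH 7.5. Remaining NADPH coupled via diaphorase/resazurin to fluorescence (540/590 nm); concentration-response curves normalized to no-enzyme control.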
RXFP1 ag – agonists of human relaxin receptor RXFP1. HEK293T-RXFP1 cAMP TR-FRET, 30 min; response scale: percent of porcine relaxin response, buffer zero. Potency, µM (highest dose often 57.5 µM), inactives show at the highest dose activation, actives largely listed as activators. 370,000 compounds, 0.3% hits. AID 2676; note: % is set by controls: 0 for no effect and ±100 for the full control effect; nearly all actives have a fitted effect of over 60% in size; many of its hits are not listed in these tables
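cAMP rise read by TR-FRET after 30 min, 37C compound exposure (up to 58 uM) in RXFP1-transfected HEK293 cells with Ro 20174 present. EC50 from Hill-equation fits, with 29 nM porcine relaxin as 100% and buffer as basal.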
* marks the source's active call; other numbers are inactive results; u = inconclusive; x = no result given; & = joins results of further samples; [ ] = dose if it differs, or a comment. Calls come from the whole dose curve; as a rule, active = well fitted curve in the direction sought with a large enough effect; inconclusive = small, poorly fitted or top-dose-only effect, or another doubt; inactive = no such curve, though single readings can be large; an effect the other way counts as inactive or inconclusive. Potency is the fitted concentration of half-maximal effect.

No.	mol	12-LOX inh	USP1-UAF1 inh	Vif-APOBEC3F blk	TrxR1 substrate	RGS4 inhibitor
1	CCCCn1c(N)c(N(CCOC)C(=O)c2cc3ccccc3cc2OC)c(=O)[nH]c1=O	9%	-20%	-3%	0%	17%
2	Cc1cc(Cc2ccc(N)c(C)c2)ccc1N	0%	-19%	-2%	5%	-9%
3	Cc1ccc(N=Cc2c(O)c3ccccc3n(C)c2=O)cc1	0%	-5%	-10%	16%	-29%
4	CCC1CCC(N2CCN(c3ccc([N+](=O)[O-])cc3)CC2)CC1 (stereo not drawn)	u	-10%	-9%	-1%	12%
5	C[C@H]1COC(=O)[C@H](NC(=O)OCC2c3ccccc3-c3ccccc32)C/C=C\C[C@H](CC(=O)N(CCO)Cc2ccccc2)C(=O)N1	40µM*	-5%	7%	-6%	-12%
6	O=C1/C(=C/c2cccc(Br)c2)SC(=S)N1/N=C/c1cc([N+](=O)[O-])ccc1O	-26%	-17%	2%	-17%	-2%[11.4 µM]
7	O=C(NCc1cccnc1)c1cc(C(=O)C2CC2)c[nH]1	22%	-8%	-6%	-4%[57.1 µM]	44%
8	COC(=O)CC(NC(=S)NC(=O)c1ccccc1)c1ccc(Br)cc1 (stereo not drawn)	7.9µM*	-22%	-4%	1%	-25%
9	Cc1n[nH]c(C)c1S(=O)(=O)N1CCc2ccccc2C1	-21%	-16%	4%	-2%	12%
10	Cc1cc(C)c(NC(=O)CS)c(Cl)c1	-1%	-10%	u	-2%	0%
11	COCCCNC(=S)N/N=C/c1ccc2ccccc2c1	0%	-2%	u	-4%[57.1 µM]	-5%
12	C=CCOc1ccc(CN(C)C(=O)CN2C(=O)c3ccccc3C2=O)cc1	1%	-28%	-11%	10%	3%
13	Fc1ccccc1COc1ccc(C(=S)N2CCCC2)cc1	16%	-13%	0%	-7%	18%
14	Cc1ccc(Cl)cc1NC(=O)C(C)n1nc(-c2ccccc2)ccc1=O (stereo not drawn)	u	-15%	7%	8%	-46%
15	CCC1CCCCN1C(=O)c1nn(-c2ccc(OC)cc2)c(=O)c2c1c1ccccc1n2C (stereo not drawn)	0%	-20%	x	5%	3%

No.	rTrxR1 inhibitor	Vif-APOBEC3G blk	IDH1 R132H inh	RXFP1 ag
1	13%	0%	4%	0.4%
2	19%	0%	10%	1.4%
3	3%[57.1 µM]	1%	0%	0.0%
4	8%	1%	-3%	-0.7%
5	-9%	-28%	0%	x
6	-16%	2%	-3%	-0.1%
7	14%[57.1 µM]	0%	-1%	0.9%
8	u	-5%	13%	2.1%
9	14%	0%	4%	0.1%
10	-8%	3%	4%	2.0%
11	-3%[57.1 µM]	-3%	5%	1.3%
12	20%	9%	1%	0.7%
13	6%	-4%	-2%	0.8%
14	16%	-6%	21%	0.7%
15	10%	x	x	16%

Five entries from above, sorted by count of non-hydrogen atoms, falling.
No.	mol	12-LOX inh	USP1-UAF1 inh	Vif-APOBEC3F blk	TrxR1 substrate	RGS4 inhibitor
5	C[C@H]1COC(=O)[C@H](NC(=O)OCC2c3ccccc3-c3ccccc32)C/C=C\C[C@H](CC(=O)N(CCO)Cc2ccccc2)C(=O)N1	40µM*	-5%	7%	-6%	-12%
15	CCC1CCCCN1C(=O)c1nn(-c2ccc(OC)cc2)c(=O)c2c1c1ccccc1n2C (stereo not drawn)	0%	-20%	x	5%	3%
14	Cc1ccc(Cl)cc1NC(=O)C(C)n1nc(-c2ccccc2)ccc1=O (stereo not drawn)	u	-15%	7%	8%	-46%
8	COC(=O)CC(NC(=S)NC(=O)c1ccccc1)c1ccc(Br)cc1 (stereo not drawn)	7.9µM*	-22%	-4%	1%	-25%
10	Cc1cc(C)c(NC(=O)CS)c(Cl)c1	-1%	-10%	u	-2%	0%

No.	rTrxR1 inhibitor	Vif-APOBEC3G blk	IDH1 R132H inh	RXFP1 ag
5	-9%	-28%	0%	x
15	10%	x	x	16%
14	16%	-6%	21%	0.7%
8	u	-5%	13%	2.1%
10	-8%	3%	4%	2.0%

(list continues)
No.	mol	12-LOX inh	USP1-UAF1 inh	Vif-APOBEC3F blk	TrxR1 substrate	RGS4 inhibitor
16	CCCCNC(=O)Cn1c(SCc2cccc(C)c2)nc2ccncc21	x	x	x	-3%	-26%
17	CCC(C)C(NC(=O)[C@@H](NC(=O)c1ccccc1F)C(C)C)C(=O)OC (stereo partly drawn)	437%[activator][57.4 µM]	-14%	-12%	1%	-13%
18	NC(=O)COc1ccc(/C=N/NC(=O)C2CCCN2S(=O)(=O)c2ccc(Cl)cc2)cc1 (stereo not drawn)	5%	-23%	-11%	-8%	7%
19	COc1cccc(-n2c(=O)c3cc(OC)c(OC)cc3n(CC(=O)Nc3ccc(F)cc3)c2=O)c1	-30%	-9%	-10%	6%	2%
20	Cc1[nH]c(=O)nc(SCc2cccc(Cl)c2)c1C#N	u	-16%	-27%	0%	1%
21	Cc1ccc(CN2C(=O)[C@@H]3Cc4c([nH]c5ccccc45)C(C)(C)N3C2=O)cc1	u	x	-2%	1%	-9%
22	CCSc1nnc(SCC(=O)N2CCN(C(=O)c3ccco3)CC2)s1	u	-13%	6%	2%	3%
23	Cc1ccc(CNC(=O)c2nn(-c3ccc(Cl)cc3)nc2CO)cc1	-19%	-15%	-6%	5%	-13%
24	CCOC(=O)Cc1cc(=O)n2[nH]c(C)c(C#N)c2n1	-5%	1%	0%	12%[57.1 µM]	9%
25	COc1ccc(/C=N/NC(=O)c2cccc3ccccc23)c(OC)c1OC	355%[activator]	1%	-5%	1%[57.1 µM]	12%
26	C/C(=C\COc1cc(=O)[nH]c2ccccc12)CCC(O)C(C)(C)O (stereo not drawn)	4%&1%	2%	7%	-2%	12%
27	Cc1ccccc1Cn1cc(S(=O)(=O)CC(=O)N2CCCCC2)c2ccccc21	17%	u	0%	8%	25%
28	COCc1nnc(NC(=O)C2CCN(C(=O)c3ccco3)CC2)s1	-15%	-16%	-8%	3%[57.1 µM]	u
29	Cc1cc(/C=N/NC(=O)C(=O)N2CCCC2)c(C)n1-c1cccc(Br)c1	151%[activator]	-26%	-9%	-12%	-7%
30	Cc1cccc(CCNC(=O)CCCOc2cc(=O)n(C)c3ccccc23)c1	0%	-18%	-4%	5%[57.1 µM]	-1%

No.	rTrxR1 inhibitor	Vif-APOBEC3G blk	IDH1 R132H inh	RXFP1 ag
16	6%	1%	x	x
17	14%	1%	4%	1.6%
18	21%[57.1 µM]	-2%	2%	-0.1%
19	20%	-7%	-7%	-0.1%
20	6%	-11%	3%	0.5%
21	18%	4%	x	x
22	u	1%	3%	4.9%
23	22%	-7%	0%	-1.2%
24	-5%	-1%	22%	0.5%
25	15%[57.1 µM]	u	-5%	x
26	1%	1%	-9%	0.0%
27	8%	-5%	5%	0.1%
28	17%[57.1 µM]	-6%	2%	-1.3%
29	-17%	3%	3%	4.1%
30	0%[57.1 µM]	-5%	26%	1.3%

(listing goes on)
No.	mol	12-LOX inh	USP1-UAF1 inh	Vif-APOBEC3F blk	TrxR1 substrate	RGS4 inhibitor
31	O=C(OCC(=O)N1CCc2ccccc21)c1n[nH]c(=O)c2ccccc12	-1%&22%	-22%	-2%	-8%	18%
32	COc1ccc(C2(c3ccc(OC)cc3)NC(=O)N(CC(=O)Nc3ccc(C(N)=O)cc3)C2=O)cc1	u	u	6%	8%[0.457 µM]	11%
33	Cc1ccc2oc(=O)c3cc(C(=O)NCCCN4CCCC(C)C4)sc3c2c1 (stereo not drawn)	3%	-15%	2%	12%	-15%
34	O=C(O)CC(Cc1ccccc1)C(=O)NCC12CC3CC(CC(C3)C1)C2 (stereo not drawn)	-12%	-8%	5%	-3%[57.1 µM]	1%
35	CCOc1ccccc1N(CC)C(=O)c1noc2c1COc1ccc(C)cc1-2	-13%	-20%	1%	4%[11.4 µM]	11%
36	CN(CC(=O)Nc1ccc(F)cc1)C(=O)CSc1ccc2c(c1)OCCO2	-28%	-25%	-6%	5%	10%
37	O=C(CCc1nnc(CCCc2ccccc2)o1)NCCc1ccccc1	-21%	-8%	-3%	5%[57.1 µM]	19%
38	S=C(NCc1cccnc1)Nc1cccc2ccccc12	-14%	-7%	3%	2%	-21%

No.	rTrxR1 inhibitor	Vif-APOBEC3G blk	IDH1 R132H inh	RXFP1 ag
31	-15%	6%	5%	2.7%
32	9%	-9%	-1%	0.0%
33	15%	6%	7%	9.0%
34	1%[57.1 µM]	0%	12%	-2.0%
35	10%	-18%	1%	2.7%
36	35%	-1%	-1%	0.4%
37	13%[57.1 µM]	2%	-3%	-0.1%
38	-1%	-1%	4%	0.3%

Only part of the results is shown (hit frequency here may not be typical).
